# Screening results: PubChem BioAssay, Southern Research Specialized Biocontainment Screening Center
# M. tuberculosis = growth inhibition of non-replicating M. tuberculosis (AID 488890); Mycobacterium tuberculosis non-replicating, growth inhibition; higher % means a stronger effect; one-dose inhibition, % at 25 µM; IC50 in µM for titrated hits; hit rate 0.39% among 320,000; in the data active = a potency from the dose series;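 note: plate controls were DMSO cells for no effect and high antibiotic wells for full effect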
# H1N1 NS1A inhibition = NS1A inhibition, H1N1 influenza, cell based functional assay (AID 504329). inhibition, % at 12.5 µM, or IC50 in µM where a hit was titrated. hit rate 0.3% among 340,000. NS1A functional cell-based assay, percent inhibition; higher % means a stronger effect; in the data active = a potency from the dose series; note: strong numbers were not always called active
# PhoP GFP inhibition = PhoP regulon inhibitors, Salmonella typhi PhoP promoter GFP reporter, confirmatory (AID 1850) | hit rate 0.33% among 310,000 | inhibition, % at 50 µM, or IC50 in µM where a hit was titrated | Salmonella Typhi PhoP-promoter GFP reporter, fluorescence, 4 h; higher % means a stronger effect; in the data active = a potency from the dose series;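 note: 0% = induced wells with vehicle and 100% = uninduced wells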
# VEEV TC-83 Vero = inhibitors of VEEV TC-83 cytopathic effect, confirmation, Vero cells (AID 588727); Vero cells, VEEV TC-83 cytopathic effect inhibition; higher % means a stronger effect; inhibition, % at 20 µM; hits with a dose series show IC50 in µM; hit rate 0.13% among 350,000; in the data active = a potency from the dose series; note: strong numbers were not always called active
# H37Rv inhibition = M. tuberculosis growth inhibition, HTS (AID 449762) | M. tuberculosis H37Rv growth inhibition, 7H9 media; higher % means a stronger effect | inhibition, % at 25 µM; hits with a dose series show IC50 in µM | hit rate 0.59% among 330,000; in the data active = a potency from the dose series;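 note: bacterial growth assessed after seven days of incubation; strong numbers were not always called active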
# VEEV TC-83 Vero 10K pilot screen = recorded beside VEEV TC-83 Vero, whose call it bears; inhibition, %; measured here: 10K pilot screen inhibition
# * marks the source's active call; other numbers are inactive results; i = inactive; . = not tested or not shown; & = joins results of further samples.
SMILES,M. tuberculosis,H1N1 NS1A inhibition,PhoP GFP inhibition,VEEV TC-83 Vero,H37Rv inhibition,others
COc1cccc(OC)c1C(=O)NCC12CC3CC(C1)CC(CNC(=O)c1c(OC)cccc1OC)(C3)C2,3%,-11%,-5%,i,-6%,
C=CCN(C(=O)CNC(=O)c1ccco1)C(C(=O)NC1CCCCC1)c1cccnc1 (configuration not stated),1%,-6%,2%,1.7%,2%,
CC(Sc1nc(N2CCOCC2)c2c(c1C#N)CC(C)(C)OC2)C(=O)Nc1ccccc1 (configuration not stated),.,1%,.,6.5%,.,
COc1cc(CCC(=O)N2CCN(c3ccccc3Cl)CC2)cc(OC)c1OC,7%,-5%,6%,i,4%,
CC(=O)c1cccc(N(CC(=O)N2CCCCC2)S(C)(=O)=O)c1,-2%,-2%,3%,2.8%,-1%,
CC1CCCCN1C(=O)C1CCCN(S(=O)(=O)c2cccc3nsnc23)C1 (configuration not stated),8%,4%,7%,i,6%,
Cc1ccccc1CN1C(=O)c2ccccc2S1(=O)=O,-5%,4%,13%,0.3%,1%,
CCN(CC)S(=O)(=O)c1cccc(NC(=O)COC(=O)c2n[nH]c(=O)c3ccccc23)c1,-13%,3%,-2%,i,0%,
CC(=O)Nc1ccc(C2=CC(=O)C[C@H](c3ccc(Cl)cc3)C2)cc1,34%,2%,.,0.3%,17%,
COc1cc(OC)c2cc(C(=O)N/N=C/c3ccccc3O)[nH]c2c1,73%,-7%,11%,10%,-5%,
Cc1cc2nc(SCC(=O)N(C)C)c3c(c2cc1C)CCCC3,-2%,-4%,0%,i,4%,
COc1ccccc1NC(C)C(=O)Nc1ccc(C(C)=O)cc1 (configuration not stated),-8%,-4%,-3%,1.7%,8%,
COC(=O)C(Cc1ccc(O)cc1)NC(=O)c1ccc2c(c1)OCCO2 (configuration not stated),-1%,-1%,6%,5.8%,1%,
CSc1ccc(/C=N/NC(=O)COc2ccc(Br)cc2Cl)cc1,6%,-3%,-12%,0.2%,1%,
COc1ccc(-n2nnc3c(=O)n(Cc4cc(C)ccc4C)cnc32)cc1,9%,0%,-13%,4.9%,-7%,
CCN(CC)C(=O)c1sc(NC(=O)Cc2cccs2)c(C#N)c1C,2%,0%,-19%,i,3%,
Cc1ccc(C(=O)NCC(=O)OCC(=O)c2ccc3c(c2)NC(=O)CO3)cc1,0%,-10%,-5%,1.8%,-1%,
O=C(O)/C=C/C(=O)N(Cc1ccccc1)Cc1ccco1,-12%,-6%,-8%,0.2%,4%,
Cn1c(N)c(C(=O)COC(=O)c2cc(-c3ccccc3)nc3ccccc23)c(=O)n(C)c1=O,-9%,.,-20%,.,4%,
O=C(NCc1ccco1)c1ccc(S(=O)(=O)c2cccc(S(=O)(=O)N3CCOCC3)c2)cc1,17%,1%,-15%,0.4%,5%,VEEV TC-83 Vero 10K pilot screen=0.1
CCCn1c(=O)c(-c2nc3ccccc3[nH]2)c(O)c2ccccc21,2%,0%,-2%,1.4%,11%,
Cc1ccnc2nc(C(=O)OCCOc3ccc(F)cc3)nn12,-16%,-6%,-5%,0.5%,-8%,
O=S(=O)(/N=C(\[O-])C[n+]1ccccc1)c1ccc(Cl)cc1,-12%,-14%,-13%,1.1%,-10%,
CCCCc1ccc(NC(=O)NCc2cccnc2)cc1,50%,-9%,-2%,2.1%,-7%,
CCOC(=O)c1c(N/N=C/c2cccnc2)n[nH]c1C,-4%,-6%,17%,11%,-4%,

# Some of these compounds in order of formula weight, ascending:
SMILES,M. tuberculosis,H1N1 NS1A inhibition,PhoP GFP inhibition,VEEV TC-83 Vero,H37Rv inhibition,others
Cc1ccnc2nc(C(=O)OCCOc3ccc(F)cc3)nn12,-16%,-6%,-5%,0.5%,-8%,
CCCn1c(=O)c(-c2nc3ccccc3[nH]2)c(O)c2ccccc21,2%,0%,-2%,1.4%,11%,
Cc1cc2nc(SCC(=O)N(C)C)c3c(c2cc1C)CCCC3,-2%,-4%,0%,i,4%,

# The results go on.
SMILES,M. tuberculosis,H1N1 NS1A inhibition,PhoP GFP inhibition,VEEV TC-83 Vero,H37Rv inhibition,others
COC(=O)C1=C(C(=O)OC)[C@]2([C@@H]3CC=CCN[C@@H](Cc4ccccc4)C(=O)N3Cc3ccccc3)C=C[C@H]1O2,.,-1%,.,0.3%,.,
C=C(C)C(=O)OCCCCCCOc1ccc(C(=O)O)cc1,60%,7%,-2%,0.7%,-7%,
O=C(CCS(=O)(=O)c1ccc(Br)cc1)N1CCN(c2ccccc2Cl)CC1,25%,2%,-10%,1.9%,1%,
CCC1CCCCN1c1cc(C)nc2cc(-c3cccc(C)c3)nn12 (configuration not stated),42%,10%,-4%,2.4%,33%,
CC(Sc1nccn1C)C(=O)Nc1ccccc1 (configuration not stated),-1%,0%,-13%,0.8%,-5%,
COc1ccc2cc(C(=O)C3CCCN(C(=O)c4snnc4C)C3)ccc2c1 (configuration not stated),.,-3%,-5%,1.9%,3%,
C#CCOCCOCCOCCNc1nc(N2CCN(C(=O)C([C@@H](C)CC)n3cc(C(N)CC(C)C)nn3)CC2)nc(N2CCN(C(=O)[C@H](CCC(=O)O)n3cc(C(N)Cc4ccc(O)cc4)nn3)CC2)n1 (some centres not stated),0%,9%,-4%,i,-1%,
C[C@]12CC[C@@H](O)CC1=CCC1C2CC[C@@]2(C)C1C[C@@H](F)[C@@H]2O (some centres not stated),6%,-1%,.,0.2%,1%,
CCSc1nc2[nH]ncc2c(=O)[nH]1,-12%,-4%,5%,2.4%,-5%,
C[N+]1(C)C2CCC1CC(OC(=O)c1ccco1)C2 (configuration not stated),36%,-16%,-3%,0.7%,11%,
Cc1c(O)ccc(/C(Cc2ccc3ccccc3n2)=N\N)c1O,9%,14%,4%,8.8%,-3%,
O=C(OCc1nnc(-c2ccc(Cl)cc2)o1)c1ccc(=O)n(Cc2ccccc2)n1,9%,-9%,-5%&-3%,1.6%,-1%,
COc1ccc([N+](=O)[O-])cc1NC(C)C,-19%,-7%,-4%,0.9%,-1%,
Cn1c(=O)c2[nH]c(CN(Cc3ccccc3)Cc3ccccc3)nc2n(C)c1=O,11%,5%,-12%,13%,3%,
CCOC(=O)c1cccc(NC(=O)CSc2nnc(C)n2CC2CCCO2)c1 (configuration not stated),0%,-4%,4%,i,6%,
CCc1nnc(NC(=O)c2ccc(-c3ccccc3Cl)o2)s1,-2%,22%,17%,5.7%,7%,
CCOC(=O)N1CCN(S(=O)(=O)c2cc(Cl)ccc2Cl)CC1,55%,-12%,-7%,4.0%,3%,
CC(C)NC(=O)Nc1ccc2c(c1)C(=O)N([C@H](C)CO)C[C@H](C)[C@@H](CN(C)C(=O)Nc1ccc3c(c1)OCO3)O2,5%,-28%,.,0.1%,3%,
Cn1c(-c2ccc3ccccc3n2)nc2cnccc21,25%,-5%,-12%,7.8%,37%,
CC(C)CC(NC(N)=O)C(=O)OCC(=O)NC(=O)NC1CCCC1 (configuration not stated),-8%,18%,2%,0.9%,-5%,VEEV TC-83 Vero 10K pilot screen=0.2
COC(=O)C(C(=O)OC)C(C)C(C(=O)OC)C(=O)OC,7%,-14%,-7%,0.8%,-2%,
CCN(Cc1ccccc1)C(=O)CCS(=O)(=O)c1cc2c(cc1Cl)NC(=O)CO2,8%,3%,-1%,0.8%,-2%,VEEV TC-83 Vero 10K pilot screen=0.8
Cn1nc(SCc2ccccc2)c(=O)n(C(c2ccccc2)c2ccccc2)c1=O,.,-6%,.,8.4%,.,
Cn1c(O)c(C=NC2C(=O)C3(C)CCC2C3(C)C)c(=O)n(C)c1=O (configuration not stated),-14%,-3%,3%,0.1%,2%,
O=C(CSc1ncn[nH]1)Nc1ccc2c(c1)OCCO2,-7%,-3%,-10%,i,-6%,
# New compounds follow
SMILES,M. tuberculosis,H1N1 NS1A inhibition,PhoP GFP inhibition,VEEV TC-83 Vero,H37Rv inhibition,others
CC(C)=CCN1CCN(Cc2ccc(N3CCNC3=O)cc2)CC1CCO (configuration not stated),30%,-12%,-2%,0.7%,7%,
CCSc1nnc(NC(=O)c2cc(OC)c(OC)c(OC)c2)s1,-5%,8%,-11%,1.7%,3%,
CC(=O)Nc1ccc(Sc2ccccc2C(=O)O)c(C(=O)O)c1,4%,-3%,2%,1.2%,8%,
O=C(CSc1nnc(-c2ccc(O)cc2)n1Cc1ccco1)c1ccccc1,9%,-22%,4%,11%,5%,
Cc1cc(C(=O)NCC(=O)OCC(=O)N2CCCCCC2)ccc1[N+](=O)[O-],-15%,-5%,-3%,1.4%,-6%,
CC(Oc1ccccc1)C(=O)OCC(=O)Nc1ccc2c(c1)OCO2 (configuration not stated),.,-19%,.,1.4%,6%,
CN(Cc1ccc(C(F)(F)F)cc1)C(=O)c1ccc2ccccc2n1,33%,-3%,-9%,0.5%,-1%,
O=C(Nc1ccccc1C(F)(F)F)N1CCN(C(c2ccccc2)c2ccccc2)CC1,-6%,0%,-8%,i,2%,
O=C(CCCC(=O)NCc1ccccc1)NCc1ccccc1,16%,-3%,-9%,i,10%,
Nc1nc2c(c(=O)[nH]1)CN(Cc1ccccc1)CC2,0%,12%,-11%,i,3%,
CCOc1ccc(Oc2ccc(S(=O)(=O)N3CCOCC3)cc2NC(=O)CCNC(C)=O)cc1,-25%,-3%,15%,1.6%,-12%,
COc1ccc(C(=O)OC(C)CN2CCN(C)CC2)cc1OC (configuration not stated),10%,0%,-10%,0.2%,4%,VEEV TC-83 Vero 10K pilot screen=0.2
Cc1ccc(/C=N/NC(=O)c2nnn(-c3nonc3N)c2CSc2ccccc2)o1,13%,1%,0%,9.1%,3%,
COc1ccc(NC(=O)N2CCCC2C(=O)Nc2ccc(C)cc2)cc1 (configuration not stated),-7%,-6%,3%,1.5%,-5%,
CC[N+](CC)(CC)CC,-7%,3%,-1%,0.8%,-10%,
CCOc1cc(C)c(Cl)cc1S(=O)(=O)n1ccnc1,9%,.,6%,i,1%,
Cc1cc(C)n2c(SCC(=O)Nc3ccccc3C#N)nnc2n1,9%,-9%,.,0.6%,-4%,
Cc1c(/C=N/Nc2ccc([N+](=O)[O-])cn2)c2ccccc2n1Cc1ccccc1,-3%,-1%,21%,0.3%,-2%,
COc1ccc(C(=O)NC2CCCCCC2)cc1OC1CCN(C(C)=O)CC1,13%,5%,2%,2.0%,-4%,
COc1cc(NC(=O)c2ccccc2)ccc1NC(=O)Cc1ccccc1,3%,-1%,-4%,2.5%,0%,
CC(C)C(NC(=O)OC(C)(C)C)C(=O)NC(CCC(=O)OCc1ccccc1)C(N)=O (configuration not stated),4%,-6%,-18%,0.5%,2%,
CCc1ncc(C(O)c2cccc(OC)c2OC)n1C (configuration not stated),-2%,23%,-3%,i,0%,
O=C(Nc1ccccc1)c1ccccc1N=Cc1ccccc1O,-4%,2%,-1%,2.4%,-3%,
CN1C(C(=O)NCc2cccc(Br)c2)CC2Cn3c(nc4cc(Cl)c(Cl)cc43)C21 (configuration not stated),15%,7%,-8%,i,7%,
COc1ccc([C@H]2CC(=O)C=C(c3ccc(CO)cc3)C2)cc1,13%,-1%,.,0.9%,-7%,
Cc1ccc(-n2ncc3c(=O)n(CC(=O)N4CCN(C(=O)c5ccco5)CC4)cnc32)cc1,37%,-18%,.,i,13%,
Cc1cc(O)c(C=O)c2c1C(=O)Oc1c(CO)c(O)c3c(c1O2)C(O)OC3=O (configuration not stated),-16%,3%,6%,1.0%,-11%,

# Already shown: 4 of the compounds above.
SMILES,M. tuberculosis,H1N1 NS1A inhibition,PhoP GFP inhibition,VEEV TC-83 Vero,H37Rv inhibition,others
Nc1nc2c(c(=O)[nH]1)CN(Cc1ccccc1)CC2,0%,12%,-11%,i,3%,
CCOc1ccc(Oc2ccc(S(=O)(=O)N3CCOCC3)cc2NC(=O)CCNC(C)=O)cc1,-25%,-3%,15%,1.6%,-12%,
COc1ccc(C(=O)OC(C)CN2CCN(C)CC2)cc1OC (configuration not stated),10%,0%,-10%,0.2%,4%,VEEV TC-83 Vero 10K pilot screen=0.2
Cc1ccc(/C=N/NC(=O)c2nnn(-c3nonc3N)c2CSc2ccccc2)o1,13%,1%,0%,9.1%,3%,

# In the list so far, these have a nitro group on carbon:
SMILES,M. tuberculosis,H1N1 NS1A inhibition,PhoP GFP inhibition,VEEV TC-83 Vero,H37Rv inhibition,others
COc1ccc([N+](=O)[O-])cc1NC(C)C,-19%,-7%,-4%,0.9%,-1%,
Cc1cc(C(=O)NCC(=O)OCC(=O)N2CCCCCC2)ccc1[N+](=O)[O-],-15%,-5%,-3%,1.4%,-6%,
Cc1c(/C=N/Nc2ccc([N+](=O)[O-])cn2)c2ccccc2n1Cc1ccccc1,-3%,-1%,21%,0.3%,-2%,

# 3 entries picked at random from those above:
SMILES,M. tuberculosis,H1N1 NS1A inhibition,PhoP GFP inhibition,VEEV TC-83 Vero,H37Rv inhibition,others
COc1ccc(C(=O)NC2CCCCCC2)cc1OC1CCN(C(C)=O)CC1,13%,5%,2%,2.0%,-4%,
Cc1cc(O)c(C=O)c2c1C(=O)Oc1c(CO)c(O)c3c(c1O2)C(O)OC3=O (configuration not stated),-16%,3%,6%,1.0%,-11%,
COc1cc(NC(=O)c2ccccc2)ccc1NC(=O)Cc1ccccc1,3%,-1%,-4%,2.5%,0%,
